DNMT1 block: inhibitors of human DNMT1. P26358. DNMT1 molecular beacon, Hinp1I cleavage, fluorescence. inhibition (reported as % activation of signal), % at 10 µM. hit rate 0.83% among 360,000. AID 588458; in the data active = inhibition above about 50%
Scp1 inh: blocks human Scp-1 phosphatase activity | inhibition, % at 20 µM | hit rate 0.88% among 340,000 | AID 493091 | Recombinant Scp1, phosphopeptide, malachite green phosphate absorbance | Q9GZU7;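 active = inhibition above about 50% at 20 µM, limit read from the data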;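 note: plate controls were DMSO wells with enzyme for no effect and wells lacking enzyme for full effect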
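assay system = SCP-1 phosphatase catalytic domain, residues 76-261 | buffer or medium = 50 mM Tris acetate pH 5.5, 0.005% Tween-20, 10 mM MgCl2 | incubation = enzyme reaction 45 min at room temperature, colour 5 min, stabilisation 30 min | signal = Phosphate-binding colour reagent, absorbance read at 630 nm | measure = % inhibition at 20 µM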
CendR NRP1 mod: modulators of CendR peptide binding to human neuropilin-1; O14786; FAM-RPARPAR peptide binding to NRP-1, fluorescence polarization; inhibition, % at 25 µM; hit rate 0.85% among 360,000; AID 602438;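 active = inhibition or corrected inhibition above about 18%, plus a signal ratio from 0.5 to 1.5, limit read from the data, passing the limit was not always enough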; note: strong numbers were not always called active
NadD inh: inhibitors of Staphylococcus aureus NadD; hit rate 0.78% among 360,000; inhibition, % at 20 µM; AID 602399; purified NadD enzyme, colorimetric absorbance read-out; in the data active = inhibition above about 26%; note: some compounds past the cut are filed as inactive
STEP inh: inhibitors of human striatal-enriched phosphatase STEP | P54829 | recombinant STEP, OMFP fluorogenic substrate, fluorescence | inhibition, % at 20 µM | hit rate 0.25% among 360,000 | AID 588621;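 active = inhibition at 20 µM, scaled per plate between control wells, above about 37%, limit read from the data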;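 note: 0% = DMSO with enzyme and substrate and 100% = substrate only without enzyme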
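System: STEP phosphatase, cell-free reaction; Buffer or medium: Bis-Tris pH 6.0 buffer with DTT, detergent; Incubation: 20 min at room temperature, dark; Measured by: fluorescence, 480/540 nm.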
LMPTP block: LMPTP (human) inhibition; P24666; recombinant LMPTP-A, OMFP fluorogenic substrate, fluorescence intensity; hit rate 0.22% among 360,000; inhibition, % at 20 µM; AID 651560;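 active = compounds that cut the enzyme signal by at least half of the control window in the single-dose screen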;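 note: plate controls were DMSO wells with enzyme plus substrate for no effect and substrate without enzyme for full effect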
Target sequence (P24666 whole entry, looked up): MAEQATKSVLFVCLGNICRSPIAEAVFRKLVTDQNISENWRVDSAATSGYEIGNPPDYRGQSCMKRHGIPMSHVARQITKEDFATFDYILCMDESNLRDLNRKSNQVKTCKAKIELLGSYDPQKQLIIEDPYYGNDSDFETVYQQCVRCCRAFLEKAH
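Assay system: LMPTP-A enzyme. Input: 0.625 nM LMPTP-A final. Probe or stimulus: 400 µM OMFP. Compound dosing: single 20 µM dose. Schedule: 50 min dark incubation at room temperature. Detection: fluorescence intensity of OMFP turnover product. Read-out: percent inhibition versus substrate-only and uninhibited controls. Benchmarks: no-enzyme low control, uninhibited high control.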
Neddylation inh: blocks human cullin neddylation | P61081+Q13564 | TR-FRET cullin neddylation, biochemical | calls only at 25 µM | hit rate 0.58% among 360,000 | AID 651699; in the data active = inhibition above about 36%
Target sequence (P61081 whole entry, looked up): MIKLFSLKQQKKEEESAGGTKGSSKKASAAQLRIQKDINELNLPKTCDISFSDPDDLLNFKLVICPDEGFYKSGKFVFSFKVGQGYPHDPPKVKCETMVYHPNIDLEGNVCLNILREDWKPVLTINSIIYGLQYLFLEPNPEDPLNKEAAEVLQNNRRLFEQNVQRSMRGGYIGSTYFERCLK
Target sequence (Q13564 whole entry, looked up): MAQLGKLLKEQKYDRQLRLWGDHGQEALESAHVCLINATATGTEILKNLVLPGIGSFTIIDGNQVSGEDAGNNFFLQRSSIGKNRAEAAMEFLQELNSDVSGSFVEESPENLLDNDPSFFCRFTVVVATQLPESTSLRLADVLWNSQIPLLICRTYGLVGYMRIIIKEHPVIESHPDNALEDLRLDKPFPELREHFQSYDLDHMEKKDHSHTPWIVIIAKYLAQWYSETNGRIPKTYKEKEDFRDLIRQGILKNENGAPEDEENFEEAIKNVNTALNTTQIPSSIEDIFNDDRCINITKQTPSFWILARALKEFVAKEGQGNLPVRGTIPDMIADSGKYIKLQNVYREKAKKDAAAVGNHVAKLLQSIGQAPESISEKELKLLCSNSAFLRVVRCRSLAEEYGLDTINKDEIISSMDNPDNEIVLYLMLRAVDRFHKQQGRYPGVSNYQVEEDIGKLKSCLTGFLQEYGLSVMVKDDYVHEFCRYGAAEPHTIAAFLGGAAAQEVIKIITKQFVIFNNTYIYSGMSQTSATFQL
SUMO1-SIM PPI: SUMO1-SIM interaction modulation; P63165; SUMO1 binding to a labelled peptide, TR-FRET, 1 h; inhibition, % at 20 µM; hit rate 0.33% among 360,000; in the data active = inhibition above about 37%
Target sequence (P63165 whole entry, looked up): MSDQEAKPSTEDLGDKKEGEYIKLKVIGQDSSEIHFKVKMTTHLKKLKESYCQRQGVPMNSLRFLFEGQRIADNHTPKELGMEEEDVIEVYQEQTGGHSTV
TbMetRS inhib: Trypanosoma brucei MetRS inhibition; inhibition, % at 11.9 µM; purified T. brucei MetRS, ATP depletion, Kinase-Glo luminescence; hit rate 0.4% among 360,000;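 active = inhibition above a per-plate cutoff of the control wells' mean inhibition plus 3 SD, cut at about 5.5% in these data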;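 note: 0% = DMSO wells median and 100% = median of wells with control inhibitor compound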
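technique = Kinase-Glo luminescence, ATP depletion format | system = purified MetRS (methionyl-tRNA synthetase) enzyme from Trypanosoma brucei | timing = 15 min preincubation, 2 h reaction, all 25 °C | evaluation = percent inhibition versus plate control medians | dosing = single dose, 11.9 µM final nominal, 0.9% final DMSO | also added = substrates ATP, L-methionine and bulk Escherichia coli tRNA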
SKN-1 inh: blocks SKN-1 activity in C. elegans. C. elegans VP596 Pgst-4::GFP/RFP ratio, acrylamide-induced, 24 h. AID 624304. inhibition, % at 21.8 µM. hit rate 0.49% among 360,000;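 active = interference check ratio from 0.5 to 1.5 plus GFP to RFP signal ratio inhibition reaching or exceeding a fixed threshold, cut at about 30% in these data, passing the limit was not always enough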; note: some compounds called inactive have numbers as strong as hits
* marks the source's active call; other numbers are inactive results.

`Clc1cccc(-c2cc3nc(NCCOc4ccccc4)ccn3n2)c1` gave DNMT1 block -17, CendR NRP1 mod -6, NadD inh 7, STEP inh 0, LMPTP block 1.9, Neddylation inh inactive, SUMO1-SIM PPI -10, TbMetRS inhib -0.3 and SKN-1 inh 10.
Cc1cc2c(NC(=O)Nc3ccc(F)cc3)cccc2nn1 was read as DNMT1 block -5, Scp1 inh 2, CendR NRP1 mod -7, NadD inh -2, STEP inh -3, LMPTP block -2.0, Neddylation inh inactive, SUMO1-SIM PPI -23, TbMetRS inhib 0.1 and SKN-1 inh 9.
For Cc1cccc(C(=O)/C=C2/c3ccccc3CC(C)(C)N2C)c1 the results were DNMT1 block 0, Scp1 inh -3, CendR NRP1 mod -10, NadD inh -1, STEP inh -2, LMPTP block 0.7, Neddylation inh inactive, SUMO1-SIM PPI -8, TbMetRS inhib 0.0 and SKN-1 inh 12.
`O=c1c2ccccc2cnn1-c1ccc(Cl)cc1` gave DNMT1 block 0, Scp1 inh -5, CendR NRP1 mod -17, NadD inh 2, STEP inh 1, LMPTP block -1.4, Neddylation inh inactive, SUMO1-SIM PPI -2, TbMetRS inhib -0.6 and SKN-1 inh 22.
`CC1(C(=O)NCc2ccco2)Cc2c(-c3cccc(C(N)=O)c3)ccnc2O1` (stereo unspecified) gave DNMT1 block 3, CendR NRP1 mod -3, NadD inh -1, STEP inh 0, LMPTP block -1.6, Neddylation inh inactive, SUMO1-SIM PPI 6, TbMetRS inhib -0.3 and SKN-1 inh 2.
COc1ccccc1CNC(=O)CCCC(=O)n1ncc2cc(C)ccc21 was read as DNMT1 block 3, Scp1 inh -9, CendR NRP1 mod 6, NadD inh -6, STEP inh 2, LMPTP block -0.3, Neddylation inh inactive, SUMO1-SIM PPI 0, TbMetRS inhib -0.2 and SKN-1 inh -8.
`CCN(CCn1cccn1)C(=O)C1CCC(=O)N(CCc2cccc(F)c2)C1` (stereo unspecified) gave DNMT1 block 2, Scp1 inh 5, CendR NRP1 mod 7, NadD inh -1, STEP inh 0, LMPTP block -0.2, Neddylation inh inactive, SUMO1-SIM PPI 4, TbMetRS inhib 0.3 and SKN-1 inh 0.
Screening CN(C(=O)c1ccccc1C(=O)OCC(=O)c1ccc(Br)cc1)c1ccccc1 returned DNMT1 block -2, Scp1 inh -4, CendR NRP1 mod 2, NadD inh -8, STEP inh 0, LMPTP block 0.2, Neddylation inh inactive, SUMO1-SIM PPI 1, TbMetRS inhib -0.7 and SKN-1 inh 7.
Screening COc1ccccc1CNc1nc(-c2cc(C)n(C)c2C)cs1 returned DNMT1 block 76*, Scp1 inh 3, CendR NRP1 mod -72, NadD inh 30*, STEP inh -2, LMPTP block 11, Neddylation inh inactive, SUMO1-SIM PPI -1, TbMetRS inhib 0.5 and SKN-1 inh -9.
For CCCCNC(=NCc1cccc(C(F)(F)F)c1)Nc1ccccc1 the results were DNMT1 block 5, Scp1 inh -2, CendR NRP1 mod -10, NadD inh -7, STEP inh -1, LMPTP block 0.0, Neddylation inh inactive, SUMO1-SIM PPI -4, TbMetRS inhib 1.1 and SKN-1 inh -16.
For CCOC(=O)C1=CCN(S(=O)(=O)c2cccc(Cl)c2)C1c1cccc(F)c1 (stereo unspecified) the results were DNMT1 block -14, CendR NRP1 mod 7, NadD inh -4, STEP inh 1, LMPTP block 1.1, Neddylation inh inactive, SUMO1-SIM PPI 2, TbMetRS inhib -1.1 and SKN-1 inh -3.
Screening COc1ccccc1OCC(=O)NCC(c1cccs1)N1CCOCC1 (stereo unspecified) returned DNMT1 block 1, Scp1 inh -2, CendR NRP1 mod 25*, NadD inh -4, STEP inh 1, LMPTP block -0.3, Neddylation inh inactive, SUMO1-SIM PPI -3, TbMetRS inhib -0.1 and SKN-1 inh 10.
CCn1ncc(Cl)c1C(=O)Nc1ccc2c(c1)CCC2 was read as DNMT1 block 2, CendR NRP1 mod 8, NadD inh -4, STEP inh 1, LMPTP block 1.9, Neddylation inh inactive, SUMO1-SIM PPI 1, TbMetRS inhib -0.3 and SKN-1 inh 13.
Screening Cc1ccc(S(=O)(=O)/N=C(/Sc2ccccc2C(=O)O)c2ccccc2)cc1 returned DNMT1 block 1, Scp1 inh -3, CendR NRP1 mod 2, NadD inh 0, STEP inh 4, LMPTP block -0.6, Neddylation inh inactive, SUMO1-SIM PPI 9, TbMetRS inhib 0.7 and SKN-1 inh -2.
For Nc1ccccc1N1C(=O)c2cccc3cccc(c23)C1=O the results were DNMT1 block 2, Scp1 inh -7, CendR NRP1 mod -3, NadD inh -1, STEP inh 0, LMPTP block -1.5, Neddylation inh inactive, SUMO1-SIM PPI -36, TbMetRS inhib 0.3 and SKN-1 inh 5.
For Cc1ccc(NC(=O)C(OC(=O)c2cnc(C)cn2)c2ccccc2)c([N+](=O)[O-])c1 (stereo unspecified) the results were DNMT1 block 2, Scp1 inh 7, CendR NRP1 mod -4, NadD inh -3, STEP inh 4, LMPTP block 1.5, Neddylation inh inactive, SUMO1-SIM PPI -33, TbMetRS inhib 0.5 and SKN-1 inh 14.
Screening O=c1[nH]c(NNC(=S)NC2CCCCC2)nc2c1C1(CCCC1)Cc1ccccc1-2 returned DNMT1 block -4, Scp1 inh -9, CendR NRP1 mod 8, NadD inh 7, STEP inh -1, LMPTP block -0.2, Neddylation inh inactive, SUMO1-SIM PPI 1, TbMetRS inhib 0.0 and SKN-1 inh -2.
`Cc1cc(C(=O)NNC(=O)CN2C(=O)NC(C)(c3ccccc3)C2=O)c(C)o1` (stereo unspecified) gave DNMT1 block 2, Scp1 inh -5, CendR NRP1 mod 13, NadD inh -5, STEP inh 2, LMPTP block -1.9, Neddylation inh inactive, SUMO1-SIM PPI -1, TbMetRS inhib -0.4 and SKN-1 inh 13.
Screening COc1ccc(/C=C2\CCc3c2nc2ccccc2c3C(=O)O)cc1OC returned DNMT1 block 4, Scp1 inh 15, CendR NRP1 mod 2, NadD inh 6, STEP inh 4, LMPTP block 0.7, Neddylation inh inactive, SUMO1-SIM PPI 13, TbMetRS inhib -0.9 and SKN-1 inh -2.
`CSCC[C@H](NC(=O)Nc1ccccc1C)C(=O)O` gave DNMT1 block 1, Scp1 inh -2, CendR NRP1 mod 4, NadD inh -5, STEP inh -1, LMPTP block -1.5, Neddylation inh inactive, SUMO1-SIM PPI 2, TbMetRS inhib -0.5 and SKN-1 inh -5.

Structural class: the compounds so far with a furan ring, fused or not (2)
`CC1(C(=O)NCc2ccco2)Cc2c(-c3cccc(C(N)=O)c3)ccnc2O1` (stereo unspecified) gave DNMT1 block 3, CendR NRP1 mod -3, NadD inh -1, STEP inh 0, LMPTP block -1.6, Neddylation inh inactive, SUMO1-SIM PPI 6, TbMetRS inhib -0.3 and SKN-1 inh 2.
`Cc1cc(C(=O)NNC(=O)CN2C(=O)NC(C)(c3ccccc3)C2=O)c(C)o1` (stereo unspecified) gave DNMT1 block 2, Scp1 inh -5, CendR NRP1 mod 13, NadD inh -5, STEP inh 2, LMPTP block -1.9, Neddylation inh inactive, SUMO1-SIM PPI -1, TbMetRS inhib -0.4 and SKN-1 inh 13.

Continuation:
Screening COc1ccc(-n2c(SCC(=O)NCC3CCCO3)nc3c(c2=O)SCC3)cc1 (stereo unspecified) returned DNMT1 block 0, Scp1 inh -6, CendR NRP1 mod 8, NadD inh 2, STEP inh 1, LMPTP block 0.2, Neddylation inh inactive, SUMO1-SIM PPI -20, TbMetRS inhib -0.5 and SKN-1 inh 21.
For COc1cc(OC)c(C2C(C(=O)Nc3ccc(C)cc3C)=C(C)Nc3ncnn32)cc1OC (stereo unspecified) the results were DNMT1 block 5, Scp1 inh -3, CendR NRP1 mod -15, NadD inh -3, STEP inh -2, LMPTP block -0.6, Neddylation inh inactive, SUMO1-SIM PPI 4, TbMetRS inhib 0.0 and SKN-1 inh -18.
For Cc1ccc(CNC(=O)Cn2c(=O)oc3ccccc32)o1 the results were DNMT1 block 3, Scp1 inh -13, CendR NRP1 mod -10, NadD inh -2, STEP inh 2, LMPTP block -1.4, Neddylation inh inactive, SUMO1-SIM PPI 1, TbMetRS inhib -0.7 and SKN-1 inh -10.
`CCCCCn1nc(C(=O)OCC(=O)c2c(N)n(C)c(=O)n(C)c2=O)c2ccccc2c1=O` gave DNMT1 block 16, Scp1 inh -7, CendR NRP1 mod 0, NadD inh -3, STEP inh -1, LMPTP block 0.5, Neddylation inh inactive, SUMO1-SIM PPI 5, TbMetRS inhib -0.1 and SKN-1 inh 2.
`CCn1c(=O)n(CC(=O)NCc2ccco2)c(=O)c2ccccc21` gave DNMT1 block 1, Scp1 inh -3, CendR NRP1 mod 14, NadD inh 0, STEP inh -5, LMPTP block -1.9, Neddylation inh inactive, SUMO1-SIM PPI -1, TbMetRS inhib -0.6 and SKN-1 inh 3.
Cc1ccc(NC(=O)NNC(=O)c2ccccc2)cc1 was read as DNMT1 block -1, Scp1 inh -9, CendR NRP1 mod -7, NadD inh -6, STEP inh 2, LMPTP block -1.6, Neddylation inh inactive, SUMO1-SIM PPI -3, TbMetRS inhib 0.2 and SKN-1 inh -8.
For CC(=O)c1ccccc1OC(=O)CCN1C(=O)c2ccccc2C1=O the results were DNMT1 block 3, Scp1 inh 1, CendR NRP1 mod 1, NadD inh -1, STEP inh -3, LMPTP block -1.1, Neddylation inh inactive, SUMO1-SIM PPI -5, TbMetRS inhib -1.5 and SKN-1 inh -5.
For Cc1ccc(N2CCN(S(=O)(=O)N3CCCCCC3)CC2)cc1Cl the results were DNMT1 block -1, Scp1 inh -6, CendR NRP1 mod 1, NadD inh -5, STEP inh 1, LMPTP block -0.6, Neddylation inh inactive, SUMO1-SIM PPI 1, TbMetRS inhib -0.6 and SKN-1 inh 13.
For Cc1ccccc1OCC(=O)Nc1ccccc1N1CCC(C)CC1 the results were DNMT1 block 4, Scp1 inh 0, CendR NRP1 mod 9, NadD inh 9, STEP inh 4, LMPTP block 3.7, Neddylation inh inactive, SUMO1-SIM PPI 13, TbMetRS inhib -1.4 and SKN-1 inh 4.
COc1ccc(CNC(=O)CN(C(=O)c2snc(C(N)=O)c2N)c2ccc(F)cc2)cc1 was read as DNMT1 block 0, Scp1 inh -8, CendR NRP1 mod 11, NadD inh -6, STEP inh 1, LMPTP block 1.3, Neddylation inh inactive, SUMO1-SIM PPI -10, TbMetRS inhib -0.6 and SKN-1 inh -4.
Screening CCOC(=O)c1c(NC(=O)CSc2nc3ccccc3c(=O)n2-c2ccc(F)cc2)sc(C(C)=O)c1C returned DNMT1 block 4, Scp1 inh -4, CendR NRP1 mod -1, NadD inh 17, STEP inh 4, LMPTP block 0.5, Neddylation inh inactive, SUMO1-SIM PPI -14, TbMetRS inhib -0.9 and SKN-1 inh 1.

Assay outcomes as filed in PubChem BioAssay.
